USP2a block = qHTS Assay for Inhibitors of Ubiquitin-specific Protease USP2a Using CHOP2 as the Reporter; USP2 core, Ub-CHOP2 coupled fluorogenic reporter, 485/531; Potency, µM (highest dose often 38.3 µM), without a hit: at the top dose activity change, negative = inhibition, hits mostly inhibitors; hit rate 0.01% among 330,000;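 also: potency is read from the fitted curve at half-maximal effect; plate controls were DMSO wells for no effect and full inhibition by NEM control for full effect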
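USP2 core (10nM final) preincubated 30min RT with compound in 20mM Tris-HCl pH 8.0, 2mM CaCl2, 2mM beta-mercaptoethanol, 0.05% CHAPS; 25nM Ub-CHOP2 plus 25nM reporter substrate added, fluorescence (Ex485/Em531) read after 60min.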
PTAP TSG101 blk = qHTS Assay for Iinhibitors of HIV-1 Budding by Blocking the Interaction of PTAP/TSG101; Fluorescence polarization, FITC-PTAP peptide / Tsg101 binding; Tumor susceptibility gene 101 protein (Homo sapiens), Q99816; 340,000 tested, under 10 active; Potency, µM (highest dose often 115 µM), without a hit: at the highest dose activity change, negative = inhibition, hits mostly inhibitors; active = well fitted inhibition curve with a large enough effect in the main read-out, with a control signal flat, not every such curve was filed as active; inconclusive = small, poorly fitted or top-dose-only effect, or effect the other way, or a change in a side signal; inactive = no such curve, though single readings can be large or run the other way; also: potency is read from the fitted curve at half-maximal effect; % of control where 0% means no effect
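Fluorescence anisotropy tracks displacement of a FITC-tagged PTAP peptide (50 nM) from the Tsg101 binding domain (10 uM), following a 20 min room-temperature incubation at pH 7.5.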
BCR signal inh = qHTS Assay to Find Inhibitors of Chronic Active B-Cell Receptor Signaling; ABC-DLBCL IkBa-CBG/CBR reporter, luminescence ratio, 4 h; Potency, µM (top dose mostly 46.1 µM), for the others: at the highest dose ratio change, negative = lower green/red ratio, hits mostly inhibitors; hit rate 0.05% among 340,000; active = well fitted inhibition curve with a large enough effect in the signal ratio, with a control signal flat, not every such curve was filed as active; inconclusive = small, poorly fitted or top-dose-only effect, or effect the other way, or a change in a side signal; the % refers to the signal ratio;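 also: potency is read from the fitted curve at half-maximal effect; plate controls were basal doxycycline-induced cells for no effect and cells given 10 µM MG132 for full effect; MG132 reads +100%, hits lower the ratio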
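Compounds up to 46 uM were incubated four hours with TMD8 cells whose green CBG68 luciferase is fused to IkappaBalpha; red CBR luminescence normalised the signal, and concentration-effect curves were fitted to fusion, red and ratio data.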
uPA generation = qHTS for Inhibitors of Cell Surface uPA Generation | hit rate 0.31% among 330,000 | Potency, µM (highest dose often 38.3 µM), for the others: top-dose activity change, negative = inhibition, hits mostly inhibitors | cell surface uPA generation assay, qHTS; active = well fitted inhibition curve with a large enough effect; inconclusive = small, poorly fitted or top-dose-only effect; inactive = no such curve, though single readings can be large or run the other way; tested in mouse RAW 264.7 cells; also: potency is read from the fitted curve at half-maximal effect; % is scaled to controls: 0 for no effect and ±100 for the full control effect; nearly all actives have a fitted effect of over 55% in size
ELG1 DNA repair = qHTS screen for small molecules that inhibit ELG1-dependent DNA repair in human embryonic kidney (HEK293T) cells expressing luciferase-tagged ELG1. Potency, µM (highest dose often 46.1 µM), for inactives: top-dose activity change, negative = inhibition, usual class: inhibitors. hit rate 2.3% among 330,000. HEK293T ELG1-luciferase reporter, luminescence, 16 h; DNA damage induced by 5-fluorouridine; also: potency is read from the fitted curve at half-maximal effect; % is scaled to controls: 0 for no effect and ±100 for the full control effect; nearly all actives have a fitted effect of over 55% in size
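5-Fluorouridine DNA damage + compound/DMSO, 2,000 cells/well, 16 h, 37 °C/5% CO2. ONE-Glo, 30 min RT, luminescence. Readout = decrease in reporter signal.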
Mito fusion yeast = qHTS Assay for Small Molecule Inhibitors of Mitochondrial Division or Activators of Mitochondrial Fusion; Potency, µM (highest dose often 46.1 µM), for the others: at the highest dose growth rescue (activation), usual class: activators; hit rate 0.23% among 320,000; AID 485298, 2010; S. cerevisiae fusion-defective mutant growth rescue, CellTiterGlo 48 h;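 also: potency is read from the fitted curve at half-maximal effect; % of control where 0% means no effect; nearly all actives have a fitted effect of over 45% in size; temperature-sensitive fusion mutants such as fzo1-1 at 37 °C on non-fermentable ethanol glycerol medium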
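Growth-rescue viability read-out: after 48 h at the non-permissive 37C in glycerol/ethanol YPEG, yeast mitochondrial fusion mutants are measured by CellTiterGlo luminescence; compounds (23 nl pinned per well) restoring growth score as division inhibitors or fusion activators.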
B2AR arrestin = qHTS assay of beta-arrestin-biased ligands of beta2-adrenergic receptor. Beta-2 adrenergic receptor (Homo sapiens), P07550. beta-arrestin recruitment to beta2AR, cell-based reporter. Potency, µM (top dose mostly 46.1 µM), without a hit: at the top dose activation, actives largely listed as activators. hit rate 0.02% among 330,000;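 also: potency is read from the fitted curve at half-maximal effect; 0% = DMSO controls and full agonism = EC100 isoproterenol or metaproterenol; nearly all actives have a fitted effect of over 65% in size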
TCR act = Activators of T cell receptors: qHTS campaign. primary human leukocytes, anti-CD3, IL-2 HTRF, 48 h. Potency, µM (top dose mostly 9.22 µM), without a hit: at the top dose activation of IL-2 secretion, actives largely listed as activators. 330,000 tested, under 10 active; also: % of control where 0% means no effect
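TCR engagement came from a-CD3 beads alone, with compounds added to primary human leukocytes for 48 hr. Secreted IL-2 bridged europium cryptate- and d2-labelled anti-IL-2 antibodies, giving FRET emission at 665nm after 320nm excitation.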
Eya2 inh = qHTS Assay for Inhibitors of the Phosphatase Activity of Eya2 | hit rate 0.006% among 330,000 | Potency, µM (top dose mostly 76.9 µM), without a hit: at the top dose activity, negative = inhibition, hits mostly inhibitors | AID 488837, 2010 | Protein phosphatase EYA2 (Homo sapiens), O00167 | recombinant Eya2, OMFP fluorescence dephosphorylation (OMFP is methylfluorescein phosphate); also: potency is read from the fitted curve at half-maximal effect; % is scaled to controls: 0 for no effect and ±100 for the full control effect
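Eya2 (0.2 uM) preincubated 10 min at ambient with compound, then OMFP substrate added at 50 uM; 10 min reaction in 50 mM HEPES pH 7.5, 50 mM NaCl, 5 uM MgCl2, 0.05% BSA, 1 mM DTT. Fluorescence read at Ex 485/Em 525 nm.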
TSHR antagonist = Antagonists of the Thyroid Stimulating Hormone Receptor: HTS campaign; Thyrotropin receptor (Homo sapiens), P16473; TSHR-expressing cells, TSH-stimulated cAMP HTRF, 2 h; hits give low values; activity change, negative = inhibition, % at 11.5 µM; hit rate 0.2% among 330,000;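 active = activity change below a set negative limit, meaning inhibition stronger than a set level, cut at about -70% in these data; inconclusive = activity change between two set negative limits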; also: % is scaled to controls: 0 for no effect and ±100 for the full control effect
Target sequence (P16473 whole entry, looked up): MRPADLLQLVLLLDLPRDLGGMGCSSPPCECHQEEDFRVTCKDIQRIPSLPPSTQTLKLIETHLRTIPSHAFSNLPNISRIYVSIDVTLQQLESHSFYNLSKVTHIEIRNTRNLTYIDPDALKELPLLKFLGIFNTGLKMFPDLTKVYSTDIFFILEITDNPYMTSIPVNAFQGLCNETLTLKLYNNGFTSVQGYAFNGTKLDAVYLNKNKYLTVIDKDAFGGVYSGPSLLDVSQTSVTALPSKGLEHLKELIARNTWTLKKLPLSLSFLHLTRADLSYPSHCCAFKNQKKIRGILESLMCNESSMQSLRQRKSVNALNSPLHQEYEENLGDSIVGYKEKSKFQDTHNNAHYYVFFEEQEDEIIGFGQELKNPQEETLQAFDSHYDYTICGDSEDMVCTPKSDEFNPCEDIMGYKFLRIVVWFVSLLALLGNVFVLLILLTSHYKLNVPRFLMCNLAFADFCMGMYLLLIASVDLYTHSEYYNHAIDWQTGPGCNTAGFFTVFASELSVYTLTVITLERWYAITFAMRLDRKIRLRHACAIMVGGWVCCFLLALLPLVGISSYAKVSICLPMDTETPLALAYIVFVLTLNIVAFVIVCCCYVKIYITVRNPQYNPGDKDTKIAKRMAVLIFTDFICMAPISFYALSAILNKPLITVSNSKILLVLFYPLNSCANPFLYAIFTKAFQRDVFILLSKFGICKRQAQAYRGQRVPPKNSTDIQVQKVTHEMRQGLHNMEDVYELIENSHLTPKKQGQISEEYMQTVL
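Cell-based HTRF cAMP assay; TSHR cells + compound, TSH EC80 (4nM final), 2 h, 37 deg C. Lysis with anti-cAMP cryptate and cAMP-d2, 30 min RT, read 665/620 nm.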
Tb PFK block = qHTS Assay to Find Inhibitors of T. brucei phosphofructokinase; ATP-dependent 6-phosphofructokinase (Trypanosoma brucei brucei), O15648; T. brucei PFK, ADP-Glo luminescence; Potency, µM (series often up to 57.5 µM), inactives show at the highest dose activity, negative = inhibition, most hits filed as inhibitors; hit rate 0.17% among 330,000;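 also: potency is read from the fitted curve at half-maximal effect; 0% = uninhibited 1x PFK enzyme wells and -100% = no-enzyme wells; nearly all actives have a fitted effect of over 60% in size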
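In TEA buffer at pH 8.0 with 5 mM MgCl2, enzyme (1.25 nM) converted F6P (0.5 mM) and ATP (0.1 mM) for 45 min at room temperature. ADP product was read by luciferase luminescence.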
* marks the source's active call; other numbers are inactive results; u = inconclusive; x = not tested or not shown; [ ] = another dose, or the depositor's remark. Unless noted, calls follow the shape of the dose curve; as a rule, active = well fitted curve in the direction sought with a large enough effect; inconclusive = small, poorly fitted or top-dose-only effect, or another doubt; inactive = no such curve, though single readings can be large; an effect the other way counts as inactive or inconclusive.

SMILES	USP2a block	PTAP TSG101 blk	BCR signal inh	uPA generation	ELG1 DNA repair	Mito fusion yeast	B2AR arrestin	TCR act	Eya2 inh	TSHR antagonist	Tb PFK block
COc1ccccc1NC(=O)CSc1nnc(-c2ccco2)n1Cc1ccco1	4%	0%	2%	0%	-26%	7%	0.4%	-6%	12%	10	2%
CC(=O)c1c(O)ccc2c(-c3ccccc3)cc(=O)oc12	4%	0%	3%	0%	-13%	u	-1.6%	-5%[46.1 µM]	6%	-1	6%
Cc1cc(C)c(S(=O)(=O)N2CCCCC2)c(C)c1N(C)S(=O)(=O)c1ccccc1	4%	-2%	9%	11%	-19%	-3%	-1.0%	x	-14%	-6	2%
O=c1c2ccccc2nnn1CSc1nnc2sc3ccccc3n12	2%	x	-20%	x	u	0%	-0.4%	x	-4%	6	-17%
O=C(Nc1ccccc1N1CCOCC1)c1cccs1	1%	-1%	9%	-1%	-8%	1%	8.4%	3%[46.1 µM]	4%	7	-5%
Cc1ccc(-c2nn(-c3ccccc3)cc2CC(=S)N2CCOCC2)cc1	-1%	3%	-11%	6%	u	1%	-0.1%	-1%	3%	31	1%
O=C(Cn1cc2c(n1)CCCC2)NCCCN1CCCC1	2%	-1%	6%	-37%	9%	-4%	-0.1%	7%	6%	15	1%
CS(=O)(=O)N1CCN(C(=O)CSc2ccccc2)CC1	3%	-1%	5%	-2%	16%	0%	-1.1%	x	4%	0	0%
Cc1ccc(C(=O)COC(=O)CNC(=O)Cc2ccccc2)cc1	1%	-3%	4%	19%	19%	-3%	-0.6%	-255%	-3%	21	0%
O=C(N/N=C/c1ccc2c(c1)OCO2)c1ccc(NC(=O)c2ccccc2Cl)cc1	-2%	-9%	13%	-7%	13µM*	-12%	-0.6%	-2%	-4%	11	-19%
O=C1N(c2ccccc2)C(c2ccccc2)C12CCCCC2 (configuration not stated)	4%	0%	u	5%	-11%	x	0.2%	-2%[46.1 µM]	6%	5	0%
Cc1cccc(NC(=O)C2CCN(S(=O)(=O)c3c(C)c(C)cc(C)c3C)CC2)n1	1%	-2%	u	-5%	u	20µM*	-4.1%	-6%	-20%	-42	4%
CCN1C(=O)[C@H]2[C@@H](c3ccc(-c4ccccc4)cc3)N[C@@](CC(C)C)(C(=O)OC)[C@H]2C1=O	-2%	-8%	-1%	-9%	14%	25%	0.0%	-4%	5%	9	-2%
N/C(Cc1cccs1)=N\OC(=O)COc1ccc(Cl)cc1Cl	2%	-6%	u	0%	u	12%	3.1%	0%	-2%	-13	2%
ONC(=Nc1ccccc1)C(=Nc1ccccc1)NO	1%	-1%	6%	0%	16%	0%	0.0%	-1%	9%	-3	0%
COc1ccc(C2SCC(=O)N2c2c(C)n(C)n(-c3ccccc3)c2=O)c(OC)c1 (configuration not stated)	-1%	-6%	u	2%	-5%	2%	-0.2%	4%	16%	-1	-2%
Cc1ccc2nc(-c3ccc(N4C(=NC(=O)CCC(=O)O)SC5CS(=O)(=O)CC54)cc3)sc2c1 (configuration not stated)	2%	-4%	22%	3%	u	-5%	-0.5%	-7%[46.1 µM]	-16%	-8	-7%
COc1cccc(C(C#N)N2CCOCC2)c1 (configuration not stated)	2%	-2%	9%	-2%	1%	-2%	-0.2%	1%	8%	13	-1%
CC1CC(=O)N(CC(=O)NCc2ccco2)c2ccccc2S1 (configuration not stated)	1%	-18%	1%	x	0%	-1%	0.5%	-1%	2%	-13	2%
CCc1cc(C(=O)NNC(=S)NC2CCCCC2)cs1	-9%	1%	u	-15%	u	-5%	-0.7%	1%	1%	29	0%
Cc1ccc(NC(=O)CNC(=O)N2CC(=O)Nc3ccccc32)cc1F	4%	-9%	1%	3%	10%	8%	0.1%	-4%	u	6	2%
CCC(C)C(NC(=O)C1CCC(C)CC1)C(=O)Nc1cc(OC)ccc1OC (configuration not stated)	-7%	-3%	u	3%	10%	3%	-0.1%	0%	0%	-2	-4%
COc1cc2c(C#N)c(N3CCOCC3)nc(N)c2c(N)n1	1%	-5%	u	-11%	0%	-2%	-0.4%	2%	6%	0	-4%
O=C(Nc1nnc(SCC(=O)N2CCCCC2)s1)c1c(F)cccc1F	0%	0%	0%	5%	3%	6%	-0.1%	8%	-13%	8	-4%
CCCCc1c(O)nc(SCC(=O)N2CCCCC2)n(-c2ccccc2C)c1=O	-1%	-6%	5%	2%	6%	-1%	0.9%	-2%	11%	-2	1%
Next structures follow.
SMILES	USP2a block	PTAP TSG101 blk	BCR signal inh	uPA generation	ELG1 DNA repair	Mito fusion yeast	B2AR arrestin	TCR act	Eya2 inh	TSHR antagonist	Tb PFK block
Cc1ccc(CCNC(=O)C2CCC(CNc3c(N4CCCC4)c(=O)c3=O)CC2)cc1 (configuration not stated)	-1%	0%	2%	1%	7%	-1%	-0.4%	-4%	2%	12	0%
Cc1ccc(S(=O)(=O)N2CCC(C(=O)OCc3c(C)noc3C)CC2)cc1C	-1%	-1%	0%	-20%	10%	5%	0.1%	-2%	3%	0	1%
CCC1Sc2ccc(S(=O)(=O)N3CCN(c4ccccc4)CC3)cc2NC1=O (configuration not stated)	0%	2%	-2%	-12%	4%	-4%	-0.1%	-1%	0%	-11	1%
Cc1ccc(N2C(=O)CC(Sc3nc(-c4ccccc4)c4cc(Cl)ccc4n3)C2=O)c(C)c1 (configuration not stated)	-3%	-1%	3%	22%	-1%	-3%	0.1%	3%[46.1 µM]	-7%	21	10%
CC1CCCN(C(=O)N2c3ccccc3Sc3ccccc32)C1 (configuration not stated)	-3%	-6%	u	x	-1%	14%	0.1%	-2%	-2%	4	1%
CC1CC(C)CN(S(=O)(=O)c2cc3c(cc2Cl)NC(=O)CO3)C1 (configuration not stated)	1%	0%	8%	9%	15%	1%	-0.6%	9%	-9%	-5	1%
CCn1cc(CNC(=O)c2ccc(C)s2)cn1	-1%	-10%	0%	-7%	18%	-1%	-0.4%	-5%	-9%	-5	2%
Fc1ccccc1-n1cc(-c2ccccc2)[nH]c1=S	4%	0%	7%	3%	u	0%	-0.5%	x	7%	2	-28%

Record cards, as listed above. Screens in order: USP2a block | PTAP TSG101 blk | BCR signal inh | uPA generation | ELG1 DNA repair | Mito fusion yeast | B2AR arrestin | TCR act | Eya2 inh | TSHR antagonist | Tb PFK block
Cc1ccc(S(=O)(=O)N2CCC(C(=O)OCc3c(C)noc3C)CC2)cc1C as listed: -1% | -1% | 0% | -20% | 10% | 5% | 0.1% | -2% | 3% | 0 | 1%
CC1CC(C)CN(S(=O)(=O)c2cc3c(cc2Cl)NC(=O)CO3)C1 (configuration not stated) as listed: 1% | 0% | 8% | 9% | 15% | 1% | -0.6% | 9% | -9% | -5 | 1%
CCC1Sc2ccc(S(=O)(=O)N3CCN(c4ccccc4)CC3)cc2NC1=O (configuration not stated) as listed: 0% | 2% | -2% | -12% | 4% | -4% | -0.1% | -1% | 0% | -11 | 1%
Cc1ccc(N2C(=O)CC(Sc3nc(-c4ccccc4)c4cc(Cl)ccc4n3)C2=O)c(C)c1 (configuration not stated) as listed: -3% | -1% | 3% | 22% | -1% | -3% | 0.1% | 3%[46.1 µM] | -7% | 21 | 10%

Random draw from the library; about 3% have a hit in one of these screens.
